Screening results (PubChem)
APJ antagonist: antagonists of human APJ apelin receptor; P35414; CHO-K1 APJ beta-arrestin complementation, luminescence; inhibition, % at 20 µM; actives 0.32% (n = 330,000); AID 2521;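 active = inhibition above about 40% at 20 µM, limit read from the data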;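 also: cells challenged with 10 nM apelin-13 agonist together with compound; plate controls were apelin-13 plus DMSO wells for no effect and DMSO wells lacking apelin-13 for full effect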
Target sequence (P35414 whole entry, looked up): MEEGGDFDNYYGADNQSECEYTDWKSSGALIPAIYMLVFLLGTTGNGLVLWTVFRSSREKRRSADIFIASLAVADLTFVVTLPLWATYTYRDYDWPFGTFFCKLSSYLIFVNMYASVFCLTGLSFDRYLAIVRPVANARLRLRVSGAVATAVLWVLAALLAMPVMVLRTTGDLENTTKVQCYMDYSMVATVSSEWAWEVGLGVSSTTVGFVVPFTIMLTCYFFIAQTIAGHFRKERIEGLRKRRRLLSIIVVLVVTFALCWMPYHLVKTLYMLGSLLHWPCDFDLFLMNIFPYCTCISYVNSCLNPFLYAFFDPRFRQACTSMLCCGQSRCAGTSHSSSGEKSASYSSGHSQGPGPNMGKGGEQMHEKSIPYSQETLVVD
APJ ag: agonists of human APJ apelin receptor; P35414; CHO-K1 APJ PathHunter beta-arrestin, luminescence; 0% DMSO wells, 100% apelin; activation, % at 20 µM; actives 0.11% (n = 330,000); AID 2520;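 active = activation more than six SD over the plate average, tested at 20 µM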;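 also: 0% = DMSO alone and 100% = apelin-13 at 10 nM; some results filed as inactive read as strong as hits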
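Test system – PathHunter CHO-K1 APJ (AGTRL-1) beta-arrestin reporter cells · Input – 1000 cells/well · Compound – single test compound dose, 20 µM final, 1% DMSO · Times – compound stimulation 90 min at 25 °C, detection 60 min · Technique – beta-gal luminescence · Read-out basis – APJ–arrestin association signal · Control set – negative DMSO alone, positive Apelin-13 at 10 nM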
TIM10 inh: growth inhibitors of TIM10 yeast strain; S. cerevisiae TIM10 strain growth, BacTiter-Glo luminescence, 24 h; inhibition, % at 10 µM; actives 1.4% (n = 330,000);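 active = inhibition of 40% or more at the single tested concentration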;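 also: wild-type TIM10 isogenic control strain grown at permissive 25 °C; 0% = DMSO yeast wells and 100% = minimal medium wells without yeast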
tim10-1 inh: tim10-1 yeast growth inhibition | S. cerevisiae tim10-1 ts strain growth, BacTiter-Glo, 24 h | inhibition, % at 20 µM | actives 2.2% (n = 330,000);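 active = inhibition of at least 40%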;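 also: mutant grown at 25 °C; 0% = DMSO wells with yeast and 100% = wells holding no yeast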
beta cell repl: inducers of beta-cell replication in MIN6 cells. MIN6 cells proliferation, ATPlite luminescence, 48 h; cells starved in 0.2% serum; 100% = growth in 10% serum. proliferation, % at 10 µM. actives 0.29% (n = 330,000);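 active = compounds whose signal lies at least 3.5 SD above the mean of all wells on their plate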;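 also: 0% = DMSO-treated cells in low-serum medium and 100% = 10% serum control; some compounds called inactive have numbers as strong as hits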
NALP3 yeast inh: blocks the NALP3 inflammasome reconstituted in yeast; Yeast reconstituted NLRP3/ASC/caspase-1, beta-gal luminescence, 24 h; inhibition, % at 10 µM; actives 0.39% (n = 330,000); AID 2825;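 active = inhibition of 50% or more; inactive = inhibition below 50%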;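 also: plate controls were induced DMSO wells for no effect and uninduced yeast grown without galactose for full effect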
MPTP inh: permeability transition pore inhibition. AID 602449. inhibition, % at 10 µM. isolated mouse mitochondria, Ca2+ swelling absorbance, 30 min. actives 1.4% (n = 360,000);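 active = inhibition of 50% or more, scaled per plate between neutral and stimulator controls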;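 also: 0% = DMSO wells given calcium and 100% = 1 mM EGTA wells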
tim23-1 inh: tim23-1 yeast growth inhibition; inhibition, % at 20 µM; actives 1.3% (n = 330,000); S. cerevisiae tim23-1 growth, BacTiter-Glo luminescence, 24 h;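 active = growth inhibition of the mutant yeast at or above 50%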;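 also: temperature-sensitive mutant grown at 25 °C; plate controls were DMSO-treated mutant yeast for no effect and medium wells lacking yeast for full effect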
NR3A LBD binder: modulators (binders) of human NR3A ligand-binding domain. AID 1259313. actives 2.5% (n = 340,000). Tm shift relative to glycine control, % at 25 µM. NR3A LBD differential scanning fluorimetry, Tm shift; 0% = protein alone, 100% = glycine-bound protein;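 active = melting temperature shift of at least 10% of the positive control shift, at one fixed dose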
Active calls of the source: *.

Below each SMILES – APJ antagonist, APJ ag, TIM10 inh, tim10-1 inh, beta cell repl, NALP3 yeast inh, MPTP inh, tim23-1 inh, NR3A LBD binder
[1] O=C(O)COc1ccccc1/C=N/NC(=O)CN1CCN(S(=O)(=O)c2ccc(Br)cc2)CC1
    5, -2, 4, -3, -4, -2, -1.6, 5, 1
[2] NC(=O)c1cc2cc(Cl)ccc2oc1=Nc1cccc(C(F)(F)F)c1
    -85, 5, -8, 5, -4, 19, 4.3, -1, 1
[3] Cc1ccc(C(OC(=O)c2ccco2)C(=O)NC2CCCCC2)cc1 (stereo not drawn)
    11, -2, 7, 15, -1, 17, -0.1, 8, 1
[4] C=CCN(CC=C)C(=S)NC(=O)c1ccc(OC)c(Br)c1
    18, -9, 25, 14, -3, 22, 1.3, 45, 1
[5] COc1ccc(S(=O)(=O)NCc2nc3nc(C)cc(C)n3n2)cc1OC
    -1, -1, -13, -19, 1, -5, -0.1, -4, -1
[6] O=C(CNS(=O)(=O)c1ccccc1)NCC(=O)N1CCCCC1
    -16, 2, 1, -12, -2, 6, -0.9, 8, 4
[7] O=C(NCc1cccnc1)c1ccc(NC(=O)c2cccc([N+](=O)[O-])c2)cc1
    14, -1, 8, 11, -6, 7, 0.7, 1, 0
[8] O=C(CNC(=O)C12CC3CC(CC(C3)C1)C2)N/N=C\c1ccccn1
    29, -2, -16, 19, -1, -3, -0.5, 8, -1
[9] CN1CCN(S(=O)(=O)c2ccc(-c3ccc(Cl)cc3)cc2)CC1
    -6, -3, 15, 16, -2, 48, 0.7, 19, 3
[10] Cc1ccc(CN(C)Cc2cc(=O)oc3cc(C)c(Cl)cc23)cc1
    11, -1, 7, 9, -5, 7, 1.2, 9, 0
[11] COC(=O)c1sccc1NC(=O)Nc1ccc(C)cc1C
    7, 3, 14, 12, 5, 13, -1.3, 28, -24
[12] CN(C1CCCCC1)S(=O)(=O)c1ccc(SCC(=O)C(C)(C)C)nc1
    -2, 0, 23, 8, -5, 15, -1.2, 32, 2
[13] CSC(SC)=C(C#N)C(=O)c1ccccc1
    7, 2, 10, 37, -4, 8, 6.2, 80*, 2
[14] Cc1ccc(-c2csc(NC(=O)c3ccccc3Cl)c2C(=O)O)cc1
    -9, -2, 16, 19, -2, 22, 1.2, 64*, 0
[15] O=C(OCCN1CCOCC1)c1cccc(F)c1
    -33, 3, 0, 3, -1, 13, 0.2, -8, 2
[16] COC(=O)c1cccc(NC(=O)Cc2ccsc2)c1
    10, -3, 2, 7, -3, 17, 0.7, 2, 5
[17] CN(C)CCNc1c2c(c(C#N)c3nc4ccccc4n13)CCCC2
    12, -2, -8, 2, -4, 9, 0.1, -20, 0
[18] CCc1ccc2oc(=O)cc(CN3CCN(CCO)CC3)c2c1
    7, 3, -5, 4, 3, 10, 0.9, 16, 1
[19] Cn1c(=O)c2c(nc(N3CCCCC3)n2C)n(C)c1=O
    -24, -2, 12, 17, 1, 11, 5.4, 13, 2
[20] CS(=O)(=O)c1ccc(N2CCN(C3CC(=O)NC3=O)CC2)cc1 (stereo not drawn)
    12, -2, -2, -5, 2, 5, 0.5, -4, -5
[21] NS(=O)(=O)c1ccc(CCNc2nc(C(F)(F)F)nc3ccccc23)cc1
    7, 1, -17, -2, 0, 3, -0.5, 6, -7
[22] COc1ccc(-c2nc(-c3cccc(C(F)(F)F)c3)no2)cc1OC
    -4, -11, 14, 29, -2, -6, 2.4, -5, 0
[23] Cc1cccc(CSc2nc3ccncc3n2CC(=O)Nc2cc(C)cc(C)c2)c1
    9, -1, 1, 9, -3, 1, -0.4, 15, 7
[24] Cc1ccc(S(=O)(=O)N2CCN(S(=O)(=O)c3ccc(C)cc3)C2)cc1
    10, -3, -5, 33, 2, 15, -0.6, 37, 0
[25] O=C(NCc1ccccc1)Nc1cccn(Cc2ccccc2Cl)c1=O
    -38, 1, -7, 0, -5, 18, -1.3, 10, 4
[26] COc1ccc(CCN(C)C2CCCN(C(=O)c3ccnn3C)C2)cc1OC (stereo not drawn)
    -6, -2, -9, -17, -3, 21, -1.0, -7, -2
[27] CC12CCC(C(=O)N(c3ccc(Cl)cc3)C1=O)C2(C)C (stereo not drawn)
    -1, 0, 18, 19, -2, 11, 0.5, 26, -3
[28] CC(C)c1ccc(-c2nc3c([nH]2)c(=O)n(C)c(=O)n3C)cc1
    7, 4, -2, 3, 0, 16, -2.9, 9, 4
[29] O=C(COc1ccc(NS(=O)(=O)c2ccc(F)cc2)cc1)N1CCOCC1
    -1, -1, -14, -4, 3, 9, 2.2, 21, -1
[30] CC(=O)c1c(C)nc(Nc2nc(C)c3cc(C)ccc3n2)nc1C
    -4, -2, -12, -19, -2, 17, -1.1, -17, 1

An excerpt from above in order of molecular weight, highest first.
Below each SMILES – APJ antagonist, APJ ag, TIM10 inh, tim10-1 inh, beta cell repl, NALP3 yeast inh, MPTP inh, tim23-1 inh, NR3A LBD binder
[24] Cc1ccc(S(=O)(=O)N2CCN(S(=O)(=O)c3ccc(C)cc3)C2)cc1
    10, -3, -5, 33, 2, 15, -0.6, 37, 0
[30] CC(=O)c1c(C)nc(Nc2nc(C)c3cc(C)ccc3n2)nc1C
    -4, -2, -12, -19, -2, 17, -1.1, -17, 1
[27] CC12CCC(C(=O)N(c3ccc(Cl)cc3)C1=O)C2(C)C (stereo not drawn)
    -1, 0, 18, 19, -2, 11, 0.5, 26, -3

Remaining list, next part
Below each SMILES – APJ antagonist, APJ ag, TIM10 inh, tim10-1 inh, beta cell repl, NALP3 yeast inh, MPTP inh, tim23-1 inh, NR3A LBD binder
[31] CCC(CO)Oc1cc(NC(=O)c2cccc(OC)c2)c2ncn(C(C)C)c2c1 (stereo not drawn)
    -13, 3, -6, 2, 5, 2, 0.7, -6, 0
[32] CCN(CCCNC(=O)C1CCN(C(=O)c2cc3sccc3n2C)CC1)Cc1ccccc1
    9, -3, -2, -24, -3, -14, -0.7, -17, -1
[33] CC1=C(C(=O)OCc2ccccc2)C(c2ccc(N3CCOCC3)cc2)NC(=O)N1 (stereo not drawn)
    -8, -2, 9, 3, -2, -4, -0.1, 8, 0
[34] ClCc1nnc(-c2ccccc2)o1
    10, -2, -30, -17, -6, -23, 1.6, 8, 1
[35] O=C(Nc1cccc(S(=O)(=O)N2CCCC2)c1)c1ccccc1OC(F)F
    -30, 0, -1, 14, -3, -13, 0.0, 21, 1
[36] O=C(NNC1CC(=O)N(c2ccc(Br)cc2)C1=O)c1ccco1 (stereo not drawn)
    7, -1, 7, 6, -4, 12, -3.2, 4, -2
[37] COc1ccc(NC(=O)CC(Cc2ccc(Cl)cc2)C(=O)O)cc1 (stereo not drawn)
    2, -2, -10, 18, 0, 1, 0.9, 16, 1
[38] C/C(=N\Nc1ccc([N+](=O)[O-])cc1)c1ccc(C#N)cc1
    -10, -3, -13, -6, -3, 9, 28, -28, 9
[39] CCOc1ccc(NC(=S)NCCCN2CCN(c3ccc(OC)cc3)CC2)cc1
    0, -4, -4, -10, -2, -4, 0.2, -33, 0
[40] COc1ccccc1N1CCN(C(=O)CSc2nnc3n2C(C)(C)Cc2ccccc2-3)CC1
    -13, -1, 18, 21, -4, 1, 17, 21, -4
[41] CCN(CC)c1ccc(CN(C(=O)c2cc(OC)c(OC)c(OC)c2)C2CCS(=O)(=O)C2)cc1 (stereo not drawn)
    8, 0, -1, 15, 0, 7, -1.7, 10, 1
[42] COc1ccc(-c2cnc3ccccc3n2)cc1NC(=O)CNC(=O)c1ccccc1
    3, 1, 13, 19, 3, 4, 0.6, 22, -1
[43] COc1ccc2c3n([n+]([O-])c2c1)CCN=C3c1ccc(C)cc1
    -8, 1, 12, 13, 2, 0, 0.5, 18, 2
[44] COC(=O)C1=C(C(C)=O)C(c2ccc(C(=O)OC)cc2)n2nnnc2N1 (stereo not drawn)
    4, -4, -9, 12, -2, 10, -5.4, 20, 0
[45] Cc1ccc(S(=O)(=O)N2CCC(C(=O)O)CC2)cc1
    1, -4, 12, -5, -2, 17, -1.0, 9, -1
[46] Cc1c(C(=O)OCC(=O)Nc2ccc3c(c2)OCO3)cccc1[N+](=O)[O-]
    3, -1, 3, 7, -1, 12, 1.2, 38, -2
[47] CCN(CC)C(=O)CN(c1ccc2c(c1)OCO2)S(C)(=O)=O
    4, -4, -14, -2, 1, -17, 1.3, 2, -1
[48] Cc1ccc2c(c1)N(CC(=O)NC1CCCc3ccccc31)C(=O)CO2 (stereo not drawn)
    3, -1, -18, 26, -2, 17, 1.7, -10, -2
[49] CCCN(CCC)CC(=O)Nc1cccc2c1OCO2
    -2, -6, 2, 4, -2, -6, 12, -4, -1
[50] COc1ccc(C2CC(c3cccs3)=NN2S(C)(=O)=O)cc1OC (stereo not drawn)
    10, -5, -14, 0, 3, 10, 0.3, 12, 0

Single records (already shown). Screens in order: APJ antagonist, APJ ag, TIM10 inh, tim10-1 inh, beta cell repl, NALP3 yeast inh, MPTP inh, tim23-1 inh, NR3A LBD binder
Cc1ccc2c(c1)N(CC(=O)NC1CCCc3ccccc31)C(=O)CO2 (stereo not drawn) across the screens: 3, -1, -18, 26, -2, 17, 1.7, -10, -2
CCN(CC)c1ccc(CN(C(=O)c2cc(OC)c(OC)c(OC)c2)C2CCS(=O)(=O)C2)cc1 (stereo not drawn) across the screens: 8, 0, -1, 15, 0, 7, -1.7, 10, 1
COC(=O)C1=C(C(C)=O)C(c2ccc(C(=O)OC)cc2)n2nnnc2N1 (stereo not drawn) across the screens: 4, -4, -9, 12, -2, 10, -5.4, 20, 0
COc1ccc(C2CC(c3cccs3)=NN2S(C)(=O)=O)cc1OC (stereo not drawn) across the screens: 10, -5, -14, 0, 3, 10, 0.3, 12, 0
CCCN(CCC)CC(=O)Nc1cccc2c1OCO2 across the screens: -2, -6, 2, 4, -2, -6, 12, -4, -1

The list goes on.
Below each SMILES – APJ antagonist, APJ ag, TIM10 inh, tim10-1 inh, beta cell repl, NALP3 yeast inh, MPTP inh, tim23-1 inh, NR3A LBD binder
[51] CCOc1c2c(nc3ccc(Cl)cc13)CCC2
    16, -6, 7, 41*, 4, 16, -0.5, 35, 0
[52] CCOc1ccc(OCC)c(NS(=O)(=O)c2ccc3c(c2)n(C)c(=O)c(=O)n3C)c1
    -5, -3, 2, -4, -1, -7, 2.7, 16, 1
[53] Cc1c(NC(=O)CSc2nnnn2-c2ccc(F)cc2)c(=O)n(-c2ccccc2)n1C
    -18, -2, -14, 21, 3, -2, 1.8, 5, -1
[54] O=C(Nc1ccc(Cl)cn1)c1cc(S(=O)(=O)N2CCCCC2)ccc1Cl
    -35, 1, -24, -3, 1, 7, 0.0, -7, 1
[55] CCOc1ccc(CCNC(=O)COC(=O)/C=C/c2ccccc2OC)cc1OCC
    17, -6, -1, 11, 4, 10, -1.4, 12, 1
[56] CCOC(=O)CNC(=O)c1c(C)nn(C)c1Cl
    -17, 0, 2, 2, -2, 11, 0.1, 20, -1
[57] Cc1csc2nc(O)c(C(=O)NC3CCCCC3)c(=O)n12
    10, -4, 14, 40*, -7, 30, -1.4, 74*, 3
[58] CCN(CC)c1nc(N)c([N+](=O)[O-])c(NCCO)n1
    -12, -3, -6, -4, 3, -7, -0.9, 2, 1
[59] COc1cnc(SCc2ccc(Cl)cc2Cl)nc1Cl
    -11, -3, -33, 2, -5, 8, 0.1, 21, -8
[60] CNC(=S)N(CCc1ccc(OC)c(OC)c1)Cc1cc2c(C)cc(C)cc2[nH]c1=O
    -10, -3, 3, 8, 3, 10, 0.0, 6, -1
[61] C=CCNC(=O)c1ccc(-c2cccc([N+](=O)[O-])c2)o1
    -1, -3, 14, 17, -1, 20, -0.8, 13, -1
[62] O=C(NNC1CC(=O)N(c2ccc(Br)cc2)C1=O)c1cccs1 (stereo not drawn)
    5, -2, -15, -21, -2, 1, -1.4, 15, -2
